# ABCB6 inh MLPCN: inhibitors of human ABC transporter ABCB6. K562-ABCB6 porphyrin accumulation, flow cytometry, 1 h; active compounds read low. 360,000 compounds, 0.19% hits. fluorescence ratio to DMSO, % at 10 µM. Q9NP58. AID 602162;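 active means fluorescence ratio to DMSO below 75%, the collection mean minus 3 SD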;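 further: signal is porphyrin accumulated inside mitochondria; 100% equals median channel fluorescence of DMSO control wells; lower ratio means ABCB6 inhibition with less porphyrin fluorescence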
# NOD2 RIPK2 PPI: NOD2-RIPK2 protein interaction inhibition; 360,000 compounds, 0.38% hits; inhibition, % at 4.98 µM; O43353; CHO BLA complementation NOD2-RIPK2, CCF4 ratio; AID 624267; in the data active means inhibition above about 21%;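 further: 0% = vehicle only and 100% = reference blocker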
# HTR2A ag: mouse HTR2A agonism via beta-arrestin recruitment; P35363; CHO-K1 mHTR2A beta-arrestin complementation, luminescence; percent of 30 µM serotonin response; activation, % at 7.6 µM; 360,000 compounds, 0.66% hits; AID 624169;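 active means activation above a run cutoff, the mean activation of all tested compounds plus 3 SD, cut at about 14% in these data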;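 further: 0% = plate median of compound wells and 100% = 30 µM serotonin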
# ABHD5-PLIN5 inh: ABHD5-PLIN5 protein interaction inhibition; Q00G26+Q8WTS1; Split G. princeps luciferase complementation, luminescence, 4 h; inhibition, % at 4 µM; 360,000 compounds, 0.78% hits;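 active means inhibition above the mean inhibition across every tested compound plus 3 SD, cut at about 22% in these data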;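 further: 0% = DMSO only wells and the 100% control is not disclosed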
# MC4R antag cAMP: blocks human MC4R cAMP signaling; P32245; 360,000 compounds, 0.48% hits; inhibition, % at 6.5 µM; MC4R-expressing cells, MTII-stimulated cAMP, LANCE TR-FRET;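 active means inhibition above its plate's cutoff, the mean of tested wells on that plate plus 3 SD, cut at about 29% in these data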;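 further: 0% = Melanotan II alone and 100% = Melanotan II plus saturating MCL0020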
#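 Material: human MC4R-expressing U2OS cells. Probe or stimulus: Melanotan II challenge. Dosing: 6.5 µM single dose. Times: 30-min compound, 1-h challenge, 1-h detection, room temperature. Technique: TR-FRET with Eu-cAMP and labeled anti-cAMP, 671 nm. Replication: singlicate.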
# H9c2 protect: myocardial damage modulation in H9c2 cells; H9c2 cardiomyocytes, H2O2 injury protection, ATPLite, 2 h; protection from H2O2 cell death, % at 20 µM; 360,000 compounds, 0.63% hits; AID 588492;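 active means compounds giving at least 50% protection of heart cells from peroxide-induced death in the single-dose screen, raw or plate-pattern-corrected value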;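 further: 0% = DMSO wells with peroxide and 100% = DMSO wells without peroxide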
# NCOA2 inhibitor: inhibits human steroid receptor coactivator 2. Q15596. HEK293 GAL4-SRC2 luciferase reporter, luminescence. inhibition, % at 9 µM. 370,000 compounds, 0.17% hits. AID 651957;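 active means inhibition above the mean inhibition of all tested compounds plus 3 SD, set per campaign, cut at about 52% in these data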;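 further: 0% = DMSO treated cells and 100% = cells given Gossypol at 36 µM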
# N-glyco inh: N-linked glycosylation inhibition; reporter increase, % at 12.5 µM; 360,000 compounds, 0.23% hits; AID 588692; D54 ERlucT glycosylation luciferase reporter, 24 h; percent of 100 nM tunicamycin response;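 active means mean luciferase reporter signal, scaled so untreated is 0 and the glycosylation-blocking control 100, at or above a set limit in every replicate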;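 further: luciferase carries N-glycosylation sites so blocking glycosylation raises the light; 0% = median of neutral control wells and 100% = median of 100 nM tunicamycin wells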
# MC4R ag barr: agonists of human melanocortin 4 receptor (MC4R) beta-arrestin; 360,000 compounds, 0.98% hits; AID 540308; U2OS MC4R beta-arrestin complementation, luminescence; percent of melanotan II response, DMSO zero; activation, % at 8.9 µM; P32245;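 active means activation above a per-plate cutoff, the mean activation of sample wells on that plate plus 3 SD, cut at about 8% in these data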
# TLR9-MyD88 block: TLR9-MyD88 interaction inhibition | AID 504734 | CHO BLA complementation TLR9-MyD88, CCF4 FRET ratio | Q9NR96+Q99836 | 340,000 compounds, 0.21% hits | inhibition, % at 4.98 µM;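 active means inhibition above the mean over all tested compounds plus 3 SD, cut at about 21% in these data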;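 further: 0% = DMSO only wells and 100% = clavulanate BLA inhibitor control wells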
# Target sequence (Q99836 whole entry, looked up): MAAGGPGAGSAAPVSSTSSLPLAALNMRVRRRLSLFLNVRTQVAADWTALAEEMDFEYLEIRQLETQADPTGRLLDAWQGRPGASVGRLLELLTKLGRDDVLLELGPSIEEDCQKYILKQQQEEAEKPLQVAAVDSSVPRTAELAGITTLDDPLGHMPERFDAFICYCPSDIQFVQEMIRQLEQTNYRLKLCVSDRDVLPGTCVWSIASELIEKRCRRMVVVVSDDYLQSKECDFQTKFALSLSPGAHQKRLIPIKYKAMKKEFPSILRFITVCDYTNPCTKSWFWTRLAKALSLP
# Target sequence (Q9NR96 whole entry, looked up): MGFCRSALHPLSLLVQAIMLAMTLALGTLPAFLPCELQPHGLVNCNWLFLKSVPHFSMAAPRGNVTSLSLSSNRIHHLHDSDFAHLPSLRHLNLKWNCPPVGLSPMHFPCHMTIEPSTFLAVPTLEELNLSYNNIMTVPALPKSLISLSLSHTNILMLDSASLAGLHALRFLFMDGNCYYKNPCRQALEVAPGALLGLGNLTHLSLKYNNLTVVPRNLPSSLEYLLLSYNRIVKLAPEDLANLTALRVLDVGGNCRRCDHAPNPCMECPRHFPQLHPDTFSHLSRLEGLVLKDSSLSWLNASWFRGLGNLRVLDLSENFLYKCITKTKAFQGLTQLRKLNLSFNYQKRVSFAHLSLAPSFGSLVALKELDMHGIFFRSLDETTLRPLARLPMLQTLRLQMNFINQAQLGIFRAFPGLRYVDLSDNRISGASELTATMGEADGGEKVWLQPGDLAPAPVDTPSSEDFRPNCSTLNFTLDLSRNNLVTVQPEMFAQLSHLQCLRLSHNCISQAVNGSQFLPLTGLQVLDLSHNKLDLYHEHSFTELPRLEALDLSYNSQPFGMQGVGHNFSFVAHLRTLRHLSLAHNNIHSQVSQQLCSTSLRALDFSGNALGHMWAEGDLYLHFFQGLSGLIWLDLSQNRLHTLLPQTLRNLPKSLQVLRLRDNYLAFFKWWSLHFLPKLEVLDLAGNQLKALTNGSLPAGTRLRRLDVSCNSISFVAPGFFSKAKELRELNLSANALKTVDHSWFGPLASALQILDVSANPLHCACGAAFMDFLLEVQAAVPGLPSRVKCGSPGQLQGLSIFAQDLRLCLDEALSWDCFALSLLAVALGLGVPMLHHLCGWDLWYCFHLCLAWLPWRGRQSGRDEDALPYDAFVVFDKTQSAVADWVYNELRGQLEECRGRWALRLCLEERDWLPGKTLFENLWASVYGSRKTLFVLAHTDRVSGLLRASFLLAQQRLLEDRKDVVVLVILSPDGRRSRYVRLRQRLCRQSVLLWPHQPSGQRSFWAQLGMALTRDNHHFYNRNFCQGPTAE
# The depositor's hits bear a star; x = no result given. Not all compounds are listed (hit frequency here may not be typical).
SMILES,ABCB6 inh MLPCN,NOD2 RIPK2 PPI,HTR2A ag,ABHD5-PLIN5 inh,MC4R antag cAMP,H9c2 protect,NCOA2 inhibitor,N-glyco inh,MC4R ag barr,TLR9-MyD88 block
CCOc1cc(OCC)nc(S(C)(=O)=O)n1,96,-3,9,-2,-4,8,-17,2,-2.7,-8
CN1CCN(c2cc(C(F)(F)F)nc3ccc(F)cc23)CC1,99,4,2,-4,4,-3,-10,2,-1.8,-3
COc1ccccc1OCCNC(=O)c1ccc(NC(=O)CC2SC(N3CCCC3)=NC2=O)cc1 (centres undefined),100,-1,-5,4,0,8,15,3,-1.8,-4
Cc1nc(NC(C)c2ccccc2)c2c3c(sc2n1)CCC3 (centres undefined),96,-4,3,-3,-1,-18,x,-2,4.6,2
COc1cc(NC(=O)c2ccccc2)cc(OC)c1,94,2,0,4,11,-14,-83,1,0.3,-2
COc1ccccc1Nc1ncnc2c1c(C)c(C)n2CCCN(C)C,98,-4,-12,12,-2,21,-9,7,-2.6,-2
COc1ccc(CCn2c(=N)c(C(=O)NCCN3CCOCC3)cc3c(=O)n4ccccc4nc32)cc1OC,104,3,3,1,-1,20,-1,3,-1.4,-1
CCOc1ccc(N2C(=O)Nc3ccccc3C2(O)C(=O)NCc2ccccc2)cc1 (centres undefined),99,-11,6,12,1,0,-3,-1,2.3,9
COc1ccc(F)cc1S(=O)(=O)NCC1CCCO1 (centres undefined),94,6,5,-2,0,2,-3,0,-1.3,-10
CCOc1ccc(C2/C(=C(/O)c3ccc4c(c3)CC(C)O4)C(=O)C(=O)N2CC2CCCO2)cc1 (centres undefined),101,-4,0,-2,1,-1,-18,3,-1.1,4
COc1cccc(NC(=O)NNC(=O)C(C)Oc2ccc3ccccc3c2)c1 (centres undefined),98,-3,1,7,-2,-2,1,0,-1.7,1
COc1cc(/C=N/N=C2/NC(=O)C(CC(=O)O)S2)ccc1OCc1cccc(Cl)c1 (centres undefined),95,7,7,-1,-1,6,-21,1,-2.5,2
Cn1cccc1Cc1nnc(SCC(=O)NCc2ccc(F)cc2)n1-c1ccc(F)cc1,110,2,1,7,-10,9,-9,0,-0.8,-2
CCN1CCN(CCCNC(=O)c2ccc(NC(=O)C3=C(C)OCCS3)cc2)CC1,94,-3,7,-4,-1,-1,-27,1,-2.4,-4
COc1cccc(-c2oc3c(c2C(=O)OCCN(C)C)C(O)CCC3)c1 (centres undefined),100,-16,1,1,x,x,6,x,x,x
C[C@H](CO)N1C[C@H](C)[C@H](CN(C)C(=O)c2ccncc2)OCc2ccccc2-c2c(n(C)c3ccccc23)C1=O,103,-7,0,2,2,2,23,3,0.6,7
CS(=O)(=O)N1CCC(C(=O)N2CCN(Cc3ccccc3)CC2)CC1,97,-3,3,1,-3,0,-29,1,-1.5,-5
CCOc1ccc(S(=O)(=O)N2Cc3ccccc3CC2C(=O)NCCCn2ccnc2)cc1 (centres undefined),91,-4,-1,-3,5,1,-31,1,-0.9,5
CCN(CC(=O)Nc1c(F)cccc1F)C(=O)CNC(=O)c1sc2ccccc2c1Cl,97,-1,13,-4,8,-1,-15,-2,-1.0,-1
Cc1ccc(NC(=O)C(OC(=O)c2ccccc2Cl)c2ccccc2)cc1Cl (centres undefined),92,0,0,-12,3,-3,-38,-7,2.9,-3
CN(C)CCCCNCCCNC(=O)/C=N\O,113,3,-3,3,2,-1,-24,-1,-0.2,3
Cc1nc2sc(C(c3ccccc3)N3CC(C)OC(C)C3)c(O)n2n1 (centres undefined),88,-5,2,1,10,15,3,0,-2.5,-1
O=[N+]([O-])c1cc(Cl)cc(/C=N/Nc2nc3ccccc3s2)c1O,86,-9,-1,3,-8,0,8,0,0.3,-56
COc1ccc(CCN2CCCn3c2nc2c3c(=O)n(Cc3ccccc3F)c(=O)n2C)cc1OC,96,2,5,4,4,18,6,-4,-1.5,8
O=C(Cn1nnc(-c2ccccc2)c1COc1ccc2ccccc2c1)NCC1CC1,100,11,-3,-1,-5,-5,-3,0,0.9,x
O=C(CSc1nccc(=O)[nH]1)NC1CCCc2ccccc21 (centres undefined),96,-2,-5,-1,-6,-1,4,-1,-2.4,10
O=C(CCl)N1c2ccccc2OCC1c1ccccc1 (centres undefined),100,-15,0,2,2,0,-52,3,-1.8,3
Cc1ccc(S(=O)(=O)N2CCN(C(=O)c3ccc(OCc4c(C)noc4C)cc3)CC2)cc1,79,4,1,1,2,-12,5,3,0.5,5
COc1ccc(NC(=O)CN(C)C(=O)CCCSc2nc3ccccc3[nH]2)cc1,97,-6,1,-7,-1,0,9,-2,-1.3,0
Cc1cc(-c2nc3ccccc3[nH]2)ccc1N,97,-3,-3,4,0,-23,-19,-6,-0.9,-4
CC1(C)CN(c2ccc(F)cc2)C1=O,94,-3,0,1,4,-1,17,1,0.1,6
COc1cccc(N2CCN(CC(=O)c3c[nH]c4ccc(OC)cc34)CC2C)c1 (centres undefined),101,-2,2,3,3,-9,-21,1,0.5,1
COc1ccccc1-n1cnc2cc(NS(=O)(=O)c3ccc(Br)cc3)ccc21,101,9,-5,2,6,-21,-1,-2,-0.8,-8
COc1ccc(CN(C)C(=O)Cn2cnc3c(NCc4ccccc4)ncnc32)cc1OC,100,-3,-2,17,8,-2,21,-1,-1.6,-2
CCOC(=O)N1CCN(C2CC(=O)N(c3ccc(Cl)c(Cl)c3)C2=O)CC1 (centres undefined),93,-9,-3,2,2,-6,-18,3,-0.6,-4
Cc1cccc(C)c1NC(=O)C1CCCN1C(=O)NCc1ccccc1 (centres undefined),96,3,1,-5,5,0,-17,1,-0.6,-5
Cc1ccc(SC(C)C(=O)NC(N)=O)c(C)c1 (centres undefined),91,6,-1,-4,4,16,-6,1,-2.8,13
Cc1c(Cl)c([N+](=O)[O-])nn1CC(=O)N1CCN(C23CC4CC(CC(C4)C2)C3)CC1,100,-2,-16,-6,14,0,15,4,0.0,4
CC(=O)N(C)c1ccc(N=NC2C(=O)N(C(N)=S)N=C2C)cc1 (centres undefined),101,-8,0,-5,2,-3,-67,-9,-0.2,-7
O=C(O)c1ccccc1-c1cccc2nncn12,99,-14,1,6,14,5,-17,2,1.1,x
CC(=O)c1ccc(C(=O)N2CCc3c([nH]c4ccccc34)C2c2ccccn2)s1 (centres undefined),99,7,-10,4,9,-4,16,1,-3.6,-1
CN(C)CCN(Cc1ccccc1)S(=O)(=O)c1ccc2c(c1)n(C)c(=O)c(=O)n2C,96,-10,-5,-8,-4,12,-67,-2,-1.7,1
COc1ccc(OCCOC(=O)CCS(=O)(=O)c2ccc(C)cc2)cc1,97,0,3,1,5,-1,-6,0,-1.1,3
COc1ccc(C(=O)NC(=S)N2CCCCC2c2cccnc2)cc1OC (centres undefined),97,-7,1,-11,1,-3,4,-4,-1.4,0
O=C(O)c1ccc(N2N=C(c3ccccc3)CC2c2ccccc2)cc1 (centres undefined),100,2,1,-6,11,8,0,1,-1.1,8
O=C(CSc1nnc(NC(=O)c2ccccc2)s1)NCc1ccco1,95,2,5,-3,-5,-14,-39,-8,-1.7,-1
CCN1CCN(CCCNC(=O)c2cc3c(=O)oc4ccc(C)cc4c3s2)CC1,101,1,-4,3,13,6,-23,1,-1.4,2
COc1ccc2c(c1[N+](=O)[O-])CCC/C2=N/OC(=O)c1cccc2ccccc12,104,2,5,-3,8,0,-6,2,0.1,-7
COc1ccc(NC(=O)COC(=O)CCCOc2ccc(Cl)cc2Cl)cc1,96,1,-2,-8,5,-7,5,3,1.2,-9
CN1C(=S)SC(C)(C)C1(C)NO (centres undefined),94,-6,7,1,2,5,3,0,0.9,-1

# Retrieved by structure from the entries so far (2):
SMILES,ABCB6 inh MLPCN,NOD2 RIPK2 PPI,HTR2A ag,ABHD5-PLIN5 inh,MC4R antag cAMP,H9c2 protect,NCOA2 inhibitor,N-glyco inh,MC4R ag barr,TLR9-MyD88 block
COc1ccc2c(c1[N+](=O)[O-])CCC/C2=N/OC(=O)c1cccc2ccccc12,104,2,5,-3,8,0,-6,2,0.1,-7
COc1ccc(NC(=O)COC(=O)CCCOc2ccc(Cl)cc2Cl)cc1,96,1,-2,-8,5,-7,5,3,1.2,-9

# Going on with the list.
SMILES,ABCB6 inh MLPCN,NOD2 RIPK2 PPI,HTR2A ag,ABHD5-PLIN5 inh,MC4R antag cAMP,H9c2 protect,NCOA2 inhibitor,N-glyco inh,MC4R ag barr,TLR9-MyD88 block
N#CC(c1ccccc1)C1CCN(Cc2ccccc2)CC1 (centres undefined),101,-2,0,4,7,6,-7,-4,-1.4,0
COc1ccc(C(=O)Nc2cccc(/C=C/c3nc4ccccc4c(=O)[nH]3)c2)cc1,98,-2,2,5,8,20,-17,-11,5.2,-3
CC(C)(C)CC(C)(C)NC(=O)CSCC(=O)Nc1ccc2ccccc2c1,100,-17,-4,-17,14,-20,1,-3,4.8,1
Cc1nn(C(C)C(=O)N2CCCC2)c(=O)c2nn(-c3ccccc3)c(C)c12 (centres undefined),101,-2,2,-3,-4,5,-2,2,-1.3,4
COCCNC(=O)C(NC(=O)C1CCCCC1)C(C)C (centres undefined),97,-9,-3,0,23,-2,0,1,0.7,-4
CCS(=O)(=O)N1CCN(C(=O)c2cccnc2)CC1,93,-8,4,-1,6,6,-32,0,-1.3,1
COc1ccc(CC(=O)N/N=C(/C)c2ccco2)cc1,105,-7,1,2,25,13,-5,-1,-0.4,1
CC(C)NC(=O)C(=O)NCCc1ccc(Cl)cc1,198,-3,-6,8,-12,-15,-26,4,-1.2,-4
Cc1cc(C)c2c(CC(=O)N3CCCC3)coc2c1,103,0,4,-9,-1,5,-3,2,1.4,-13
CCN1C(=O)/C(=C\C(=O)c2cccs2)c2cc(Br)ccc21,96,-3,-2,6,10,-1,2,6,0.8,11
CC(C)(C)n1nc2c(c1NC(=O)Cc1cccc3ccccc13)CS(=O)(=O)C2,96,-7,4,0,-2,4,-15,-1,0.0,-11
NC(=O)C1CCN(C(=O)CSc2nc3ccccc3o2)CC1,102,0,2,7,-3,2,-59,0,0.8,-9
CCCCOc1ccc(CNC(=O)NS(=O)(=O)c2ccc(OCC(C)C)cc2)cc1,99,-4,3,0,13,-2,-6,-1,1.6,-14
Cn1cccc1Cc1nnc(SCC(=O)NCCc2ccccc2)n1C,102,-12,6,3,-4,-2,-19,0,-0.4,6
Cc1ccccc1C(N)=O,94,3,-1,1,-1,-2,-10,0,-1.2,12
Cc1ccc(Nc2nc(-c3sc(NC(=O)c4ccccc4)nc3C)cs2)cc1,106,0,-3,2,4,4,-39,-5,-0.9,-6
CCOC(=O)C1=NN(c2ccc(Cl)cc2)C(c2ccccc2)CC1=O (centres undefined),91,6,-1,3,2,0,-11,-1,0.2,7
COc1ccc(S(=O)(=O)NCCSc2ccc(C)cc2)cc1OC,94,13,-3,6,-2,-18,15,-1,4.4,-6
CCN1C(=NCCCCO)N[C@@H](c2cccc(F)c2)C(C(=O)OC)=C1C,101,2,0,3,2,0,-13,-2,-1.4,-6
